14-3-3 Bad inh: inhibitors of 14-3-3 zeta/Bad binding, primary screen, biochemical, TR-FRET, bovine 14-3-3 zeta; 14-3-3 protein zeta/delta (Bos taurus), P63103; TR-FRET 14-3-3zeta/Dy647-pBad peptide displacement, 1 h; inhibition, % at 21.7 µM; actives 0.71% (n = 220,000); AID 781, 2007;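 active = inhibition above about 70%, limit read from the data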;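 note: 0% = full 14-3-3 plus peptide FRET controls and 100% = background without 14-3-3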
Thrombin inh: human alpha-thrombin inhibitors, primary screen, counter-screen for coagulation protease inhibitor project, biochemical, 1536-well, fluorogenic AMC substrate; Boc-VPR-AMC fluorogenic substrate cleavage; inhibition, % at 5 µM; actives 0.26% (n = 220,000); AID 1046, 2008;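 active = inhibition at or above 40%; inactive = inhibition below 40%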;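 note: 0% = enzyme with no compound and 100% = wells without enzyme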
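Test system: human alpha-thrombin protein / Dosing: one concentration per compound, 5 µM, with 0.2% DMSO / Medium: pH 7.5 Tris-saline with Tween 20 / Benchmarks: no-compound enzyme wells and no-enzyme blanks / Read-out basis: percent inhibition of thrombin substrate cleavage / Timing: reaction at room temperature / Measured by: fluorescence, ex 355 nm, em 460 nm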
KCC2 mod: KCC2 cotransporter modulators, thallium flux, primary screen, cell-based, HEK293 KCC2, FluoZin-2 fluorescence, MLSMR. Solute carrier family 12 member 5 (Homo sapiens), Q9H2X9. KCC2 cells, thallium flux FluoZin-2 fluorescence. B-score of Tl+ flux slope (higher = more flux/activation; lower = inhibition) at 10 µM. actives 2.2% (n = 190,000);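 active = thallium flux slope and its plate-corrected score both differing from the plate sample mean at a set confidence after two filtering rounds, in either direction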;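 note: slope of fluorescence scaled to starting intensity during 10 to 20 s after thallium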
Target sequence (Q9H2X9 whole entry, looked up): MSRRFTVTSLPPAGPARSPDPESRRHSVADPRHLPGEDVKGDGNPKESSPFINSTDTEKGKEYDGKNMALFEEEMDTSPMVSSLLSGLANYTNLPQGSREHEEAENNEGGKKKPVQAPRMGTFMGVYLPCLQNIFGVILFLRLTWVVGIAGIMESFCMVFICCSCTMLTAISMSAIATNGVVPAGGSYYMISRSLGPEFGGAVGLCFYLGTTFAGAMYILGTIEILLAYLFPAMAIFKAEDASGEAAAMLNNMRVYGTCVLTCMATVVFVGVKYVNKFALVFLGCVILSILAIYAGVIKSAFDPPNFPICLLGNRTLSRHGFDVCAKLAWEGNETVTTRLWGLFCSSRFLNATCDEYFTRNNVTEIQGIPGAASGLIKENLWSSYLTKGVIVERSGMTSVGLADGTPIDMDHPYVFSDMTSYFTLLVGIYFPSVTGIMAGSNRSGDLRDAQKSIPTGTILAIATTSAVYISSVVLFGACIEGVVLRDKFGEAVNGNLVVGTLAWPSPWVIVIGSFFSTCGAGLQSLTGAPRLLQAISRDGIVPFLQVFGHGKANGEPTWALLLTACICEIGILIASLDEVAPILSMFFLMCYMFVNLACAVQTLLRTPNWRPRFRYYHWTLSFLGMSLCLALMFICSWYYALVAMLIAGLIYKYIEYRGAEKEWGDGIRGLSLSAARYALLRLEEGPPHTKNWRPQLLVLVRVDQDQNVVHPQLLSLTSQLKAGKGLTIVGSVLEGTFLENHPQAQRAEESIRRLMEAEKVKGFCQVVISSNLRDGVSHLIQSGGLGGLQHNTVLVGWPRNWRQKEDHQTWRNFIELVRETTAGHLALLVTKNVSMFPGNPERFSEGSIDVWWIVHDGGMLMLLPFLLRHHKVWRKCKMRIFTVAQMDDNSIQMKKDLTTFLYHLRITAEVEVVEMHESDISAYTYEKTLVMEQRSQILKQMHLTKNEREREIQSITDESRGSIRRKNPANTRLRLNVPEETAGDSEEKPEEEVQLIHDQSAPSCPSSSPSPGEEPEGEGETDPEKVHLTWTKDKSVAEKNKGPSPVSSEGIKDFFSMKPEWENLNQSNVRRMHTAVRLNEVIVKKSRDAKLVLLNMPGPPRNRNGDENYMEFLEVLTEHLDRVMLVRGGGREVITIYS
EBV gp42 inh: Epstein-Barr virus gp42 inhibitors, primary screen, biochemical, uHTS, fluorescence polarization; Glycoprotein 42 (Epstein-Barr virus (strain AG876)), Q1HVG2; Fluorescence polarization binding assay, mP read-out; inhibition, % (tested at 21.74 µM); actives 0.42% (n = 220,000); in the data active = inhibition above about 50%
Furin inh: human furin inhibitors, primary screen, biochemical, fluorescence intensity | inhibition, % at 30 µM | purified furin, fluorogenic substrate cleavage | actives 0.061% (n = 220,000); in the data active = inhibition above about 25%; note: inactives centre near -15
Rad51 HR inh: human RAD51 strand exchange inhibitors, primary screen, biochemical, fluorescence; DNA repair protein RAD51 homolog 1 (Homo sapiens), Q06609; hRad51 DNA strand exchange, fluorescence dequenching; inhibition, % at 10 µM; actives 0.085% (n = 200,000); AID 1385, 2008;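 active = inhibition above 40% at the single screening dose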;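 note: 0% = DMSO control wells and 100% = blanks with heterologous ssDNA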
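Test system: preformed human Rad51 ssDNA filaments. Compound dosing: single dose, 10 µM final compound. Incubation: filaments 15 min 37 °C, then compound 30 min. Technique: FRET fluorescence dequenching, excitation 485 nm, emission 520 nm. Read-out basis: percent inhibition from fluorescence, normalised to plate control and blank means. Benchmarks: plate controls and plate blanks.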
eIF4E-4G inh: eIF4E–eIF4G protein interaction inhibitors, primary screen, biochemical, uHTS, TR-FRET, eIF4GI fragment; AID 782, 2007; actives 0.37% (n = 220,000); inhibition, % at 21.7 µM; TR-FRET eIF4E-eIF4GI(517-606) binding, 2 h; Eukaryotic translation initiation factor 4E (Mus musculus) + Eukaryotic translation …;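 note: 0% = full FRET control wells and 100% = background wells lacking eIF4GI fragment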
hK5 inh: human KLK5 protease inhibitors, primary screen, biochemical, 1536-well; Kallikrein-5 (Homo sapiens), Q9Y337; recombinant hK5, fluorogenic AMC substrate cleavage; inhibition, % at 5 µM; actives 0.59% (n = 210,000);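 active = inhibition of 40% or more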;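 note: 0% = enzyme controls without compound and 100% = no-enzyme blanks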
NCF1 inh: p47phox/p22phox peptide binding inhibitors, primary screen, biochemical, uHTS, NADPH oxidase regulatory subunit; Neutrophil cytosol factor 1 (Homo sapiens), P14598; fluorescence polarization, 2 h; inhibition, % at 24.7 µM; actives 0.53% (n = 220,000);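 note: 0% = p47phox with labelled peptide and 100% = labelled peptide alone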
Active calls of the source: *; · = not tested or not shown; [ ] = another dose, or the depositor's remark.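 Rule for the calls, unless noted: active = inhibition above about 30% (limit read from the data); inactive = the rest.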

Start of the data: the first 4 entries, to show the layout:
Order of results – 14-3-3 Bad inh	Thrombin inh	KCC2 mod	EBV gp42 inh	Furin inh	Rad51 HR inh	eIF4E-4G inh	hK5 inh	NCF1 inh
- CCOC(=O)c1c(CC(C)C)csc1NC(=O)COC(=O)c1cc(OC)c(OC)cc1[N+](=O)[O-]
→ 3	5	-0.72	-10	-17	0	1[fluorescence artefact?]	-1	-13
- COC(=O)c1ccc(NC(=O)C(C)Oc2ccccc2)cc1 (stereo unspecified)
→ 1	2	0.031	-8	-17[20 µM]	12	-12	-9	-3
- Cc1nnc(SCC(=O)Nc2cc(S(=O)(=O)N3CCCC3)ccc2Cl)s1
→ -5	4	-0.29	-10	-22	14	-2	1	-11
- CC(C)Oc1cccc(-c2cc(C(=O)NC(=S)N(C)c3ccccc3C(=O)O)c3ccccc3n2)c1
→ -10	-5	4.4*	-21	-9	2	-1[fluorescence artefact?]	-26	3

Main list, repeating the preview:
Order of results – 14-3-3 Bad inh	Thrombin inh	KCC2 mod	EBV gp42 inh	Furin inh	Rad51 HR inh	eIF4E-4G inh	hK5 inh	NCF1 inh
- CCOC(=O)c1c(CC(C)C)csc1NC(=O)COC(=O)c1cc(OC)c(OC)cc1[N+](=O)[O-]
→ 3	5	-0.72	-10	-17	0	1[fluorescence artefact?]	-1	-13
- COC(=O)c1ccc(NC(=O)C(C)Oc2ccccc2)cc1 (stereo unspecified)
→ 1	2	0.031	-8	-17[20 µM]	12	-12	-9	-3
- Cc1nnc(SCC(=O)Nc2cc(S(=O)(=O)N3CCCC3)ccc2Cl)s1
→ -5	4	-0.29	-10	-22	14	-2	1	-11
- CC(C)Oc1cccc(-c2cc(C(=O)NC(=S)N(C)c3ccccc3C(=O)O)c3ccccc3n2)c1
→ -10	-5	4.4*	-21	-9	2	-1[fluorescence artefact?]	-26	3
- Cc1ccccc1NCC(=O)c1ccc(Br)cc1
→ 10	1	0.12	1	-31	3	0	4	-8
- COC(=O)C1=C(C)NC(=O)NC1c1cccc(OC)c1OCc1ccccc1 (stereo unspecified)
→ -3	4	-1.2	-16	-10[20 µM]	·	9	-1	7
- Cc1cc(C)c(C)c(OCc2nc(-c3cccnc3)no2)c1
→ -12	1	-0.44	-14	11[20 µM]	2	3	6	-5
- CN(CC(=O)Nc1cccc2c1CCCC2)S(=O)(=O)c1ccc(Br)cc1
→ 16	3	·	3	-26[20 µM]	-2	9	-4	-8
- O=C(NC1CCCCCC1)c1cc2n(n1)C(C(F)(F)F)CC(c1ccco1)N2 (stereo unspecified)
→ -7	0	1.3	-10	-19	3	-4	-21	-11
- Cc1cc(N(C)C)ccc1N=Nc1ccc2ncccc2c1
→ 1	12	-0.5	-11	-3	-6	10	4	-35
- COc1cc(NC(=S)NCCCN2CCOCC2)c(OC)cc1Cl
→ -11	2	-0.78	-11	-28	24	-1	-3	-17
- O=S(NCc1ccccc1)C12CC3CC(CC(C3)C1)C2 (stereo unspecified)
→ 65[fluorescence artefact?]	-1	0.026	-3	-21[20 µM]	6	6	-3	2
- O=C(Cn1cc(C(=O)C(F)(F)F)c2cc(Br)ccc21)N1CCOCC1
→ -1	-5	-0.018	-5	-9	1	3	-1	-1
- O=P(O)(O)c1cc(-c2ccccc2)oc1-c1ccccc1
→ 25	0	-0.57	-1	-48	-12	10	0	-5
- O=C(CN1C(=O)NC2(CCCCCC2)C1=O)NC1CC1
→ 8	4	1.2	-4	-17	13	-1	-17	-9
- CCN(CC)c1ccc(C(=O)OCC(=O)N(C)Cc2ccccc2)cc1
→ -20	1	-4.1*	-3	-15	15	2	0	10
- COc1ccc(C2CC(c3ccccc3Cl)Nc3ncnn32)cc1OC (stereo unspecified)
→ 4	-4	0.64	-16	-9	8	3[fluorescence artefact?]	11	0
- Cc1nc2ccccc2c2c1C(=O)N(c1cccc(C(=O)O)c1)C2=O
→ -1	-9	0.6	-2	-20	10	-3	0	-3
- N=C1c2ccccc2CN1NC(=O)c1cccc(S(=O)(=O)N2CCCCC2)c1
→ -7	0	0.11	-1	-11	-11	12	-13	0
- CC(=O)c1sc2nc(-c3cccs3)ccc2c1N
→ 2[fluorescence artefact?]	1	-0.13	35	-16[20 µM]	-8	-1[fluorescence artefact?]	-14	-14
- Cc1ccc(NC(=O)c2ccc3c(c2)OCCO3)cc1
→ -1[fluorescence artefact?]	0	-0.3	-8	-15[20 µM]	0	-3	1	-10
- O=C(O)CSc1nc2c(c(=O)[nH]1)CCCC2
→ 9	-4	·	-18	-17	-7	0	-1	-11
- C/C(=N\O)c1ncc(C(F)(F)F)cc1Cl
→ -8	-6	-1.4	-9	-37	·	-1	·	-5
- Cc1cc(C)c(N2C(=NC(=O)CCCC(=O)O)SC3CS(=O)(=O)CC32)c(C)c1 (stereo unspecified)
→ -2	1	0.27	-22	-22	-6	-6	-21	0
- CCNS(=O)(=O)c1ccc(CCC(=O)NCc2ccccc2)cc1
→ -5	7	0.011	-7	-18	38	-1	-5	-9
- CN(C)c1ccc(/C=N/N2CCN(c3ccccn3)CC2)cc1
→ -2	-4	-0.26	-3	-9	-2	21	-5	8
- COc1cc(CN2C(=O)C(NC(=O)c3ccco3)(C(F)(F)F)C3=C2CC(C)(C)CC3=O)cc(OC)c1 (stereo unspecified)
→ 8	-4	0.65	-7	-8[20 µM]	-1	-1	3	-14
- Cc1ccc(C[n+]2cccc(-c3ccccc3)c2)c(C)c1
→ 0[fluorescence artefact?]	3	0.34	-7	-23	19	-3[fluorescence artefact?]	-6	-11
- COc1cc(O)oc1C=Nc1ccccc1
→ -11	-5	-0.012	-18	-13	1	-5	-7	-4
- CCCn1c(NC(=O)c2cccc(C)c2C)nc2ccccc21
→ 2	6	2.5	-12	-14[20 µM]	6	-4	-139	-9
- COc1ccc(C(=O)Cn2nc(CNc3ccc(Br)cc3)[n+]3c2CCCCC3)cc1
→ -16	2	0.14	-6	-17	3	4	-8	-14
- Cc1cc(C(=O)COC(=O)c2ccc(N)c([N+](=O)[O-])c2)c(C)n1Cc1ccc2c(c1)OCO2
→ 2	-1	0.9	-14	-21	10	-5	0	-15
- COC(=O)C1=C(C)N(Cc2ccc(OC)cc2)C(=O)/C1=C\c1ccco1
→ -6	-3	-0.29	-12	-9	11	1	-4	-12
- CSCCC(NS(=O)(=O)c1ccc(Cl)cc1)C(=O)OCC(=O)N1CCCc2ccccc21 (stereo unspecified)
→ 17	-8	-2	4	4	4	14	14	1
- CCOc1ccc(C(F)(F)F)cc1NC(=O)COc1ccc(C(F)(F)F)cc1[N+](=O)[O-]
→ 6	3	·	-5	-20[20 µM]	-4	1[fluorescence artefact?]	-25	-13
- Cc1cc(Cl)c(S(=O)(=O)NC2CCCCC2)cc1OCC(=O)Nc1nncs1
→ 6	5	-0.23	-15	-8[20 µM]	-3	-2	-20	-10
- Cc1ccc2nc3c(cc(C#N)c(=O)n3-c3nccs3)c(=O)n2c1
→ -9	-15	0.75	10	-113	-1	12	-16	-12
- O=C1CSc2ccc(C(=O)O)cc2N1
→ 5	10	1.6	-11	-23	1	-4	15	-1
- N#CC1=C(N)Oc2n[nH]c(-c3cccs3)c2C1c1cccnc1 (stereo unspecified)
→ -4	-1	·	-24	-18	-1	3	-13	7
- Cc1cc(Br)cc2cn[nH]c12
→ -8	-6	·	-5	-18	8	-2	-2	1
- O=C(O)CC1S/C(=N\N=C/c2ccccc2)N(c2ccc(O)cc2)C1=O (stereo unspecified)
→ -19	1	·	-6	-7	-3	-3	-1	-10
- Cc1cc(NC(=O)/C=C/c2ccc(F)cc2)n(-c2nc3ccccc3[nH]2)n1
→ 9[fluorescence artefact?]	-9	1	-23	-17	·	1[fluorescence artefact?]	-50	5
- O=C(NNC(=S)NCc1ccc(Cl)cc1)c1ccc(Br)o1
→ -22	-1	1	-5	-29	·	0	-12	0
- COc1cccc(OC)c1C(=O)N1CCN(Cc2ccccc2C)CC1
→ 16	0	·	-12	-26	-5	0	5	-1
- Cc1c([N+](=O)[O-])cc(C(=O)N2CCOCC2)cc1[N+](=O)[O-]
→ 19	-9	0.43	-11	-14	-26	6	-12	-4
- COc1ccc(CCCc2nnc(SCC(=O)Nc3cc(C)c(C)cc3Br)o2)cc1
→ 4	-13	-0.27	-17	-11	1	0	-6	-5
- O=C(Nc1ccc(F)cc1F)NC1CCN(Cc2c(F)cccc2Cl)CC1
→ -1	3	-0.66	-15	-7	9	0	-1	-8
- COc1ccc(-n2c(O)c(C=NC3CC3)c(=O)[nH]c2=O)cc1
→ -4	0	0	-12	-22	11	2	-7	-7
- CC(=O)Oc1ccccc1C1OC(=O)c2ccccc2N1C(C)=O (stereo unspecified)
→ 2[fluorescence artefact?]	-4	·	-4	-14[20 µM]	10	2[fluorescence artefact?]	4	-18
- O=C(CSc1nnc(CNC(=O)c2cccs2)o1)c1ccccc1
→ -16	3	-0.15	-6	6[20 µM]	-4	14	-3	-12
- CCC(C)[C@H](NC(=O)NCCCOC(C)C)C(=O)OC (stereo partly specified)
→ 8	-3	-0.16	-5	-26	9	2	-6	5
- c1ccc(CSC2=NCCS2)cc1
→ -4	6	1.6	7	-12	5	8	7	-13
- COc1ccc(-n2c(SC)nc(O)cc2=O)cc1
→ 0	0	·	-10	-25	-5	5	-5	-11
- CCN(CC)CCNC(=O)CCn1c(=S)[nH]c2cc3c(cc2c1=O)OCO3
→ -12	4	-0.029	-8	17[20 µM]	-5	-6	-7	-3
- Cc1sc2ncn(CC(=O)NCc3ccccc3)c(=O)c2c1C
→ 4	1	·	-9	-23	36	5	3	-3
- O=c1cc(CSc2nnc(COc3ccccc3)n2-c2ccccc2)c2ccccc2[nH]1
→ -7[fluorescence artefact?]	-6	-1.5	3	-9	16	4	-4	-2
- CN(C)C(CNC(=O)CNC(=O)c1ccc(Br)cc1)c1ccccc1 (stereo unspecified)
→ -18	2	-0.61	1	-33	8	1	-13	-10
- COc1cc(C)c(S(=O)(=O)n2nnc3ccccc32)cc1C
→ 69	-6	0.2	-11	-11[20 µM]	7	-1	-5	5
- COc1ccc(CNC(=O)c2cc(-c3cc(C)ccc3O)n[nH]2)cc1
→ -1	-7	2.2	-26	4	·	1	-3	-17
- Cc1sc2c(c1C)c(=O)nc1scc(CC(=O)O)n12
→ 7	-3	0.88	-4	-7[20 µM]	1	-2	-8	-11
- CCOc1cc(C)nc(N2CCN(C3CCCCC3)CC2)n1
→ 1	6	0.44	36	-19	6	0	-13	-2
- COCCN(CCOC)S(=O)(=O)c1ccc(C(=O)Nc2sc3c(c2C(N)=O)CCCCC3)cc1
→ -9	7	-0.18	-9	-15	-12	-13[fluorescence artefact?]	-5	2
- O=C(/C=C/c1ccccc1Cl)Nc1ccc(-c2nnc3n2CCCCC3)cc1
→ -4[fluorescence artefact?]	-3	-0.85	-2	-12	1	3[fluorescence artefact?]	0	-6
